Screening results deposited in PubChem BioAssay by several laboratories.
CDK5 p35 inh – inhibitors of human CDK5/p35 kinase | Q00535+Q15078 | Recombinant CDK5/p35, ADP-Glo luminescence, 60 min | inhibition, % at 10 µM | 330,000 tested, 0.01% active;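 active means highest replicate inhibition of at least 50% and at least 75% of replicates reaching 50%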;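 further: plate controls were DMSO neutral control for no effect and GW8510 at 10 µM for full effect; many of its hits are not listed in these tables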
Target sequence (Q00535 whole entry, looked up): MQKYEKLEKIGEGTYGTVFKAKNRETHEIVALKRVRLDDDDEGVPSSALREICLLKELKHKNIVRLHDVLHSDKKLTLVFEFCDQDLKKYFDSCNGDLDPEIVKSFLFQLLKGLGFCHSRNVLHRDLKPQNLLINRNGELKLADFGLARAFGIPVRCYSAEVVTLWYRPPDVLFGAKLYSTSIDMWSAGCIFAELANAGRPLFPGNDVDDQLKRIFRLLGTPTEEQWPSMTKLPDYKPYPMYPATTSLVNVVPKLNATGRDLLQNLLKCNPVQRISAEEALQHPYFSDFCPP
Target sequence (Q15078 whole entry, looked up): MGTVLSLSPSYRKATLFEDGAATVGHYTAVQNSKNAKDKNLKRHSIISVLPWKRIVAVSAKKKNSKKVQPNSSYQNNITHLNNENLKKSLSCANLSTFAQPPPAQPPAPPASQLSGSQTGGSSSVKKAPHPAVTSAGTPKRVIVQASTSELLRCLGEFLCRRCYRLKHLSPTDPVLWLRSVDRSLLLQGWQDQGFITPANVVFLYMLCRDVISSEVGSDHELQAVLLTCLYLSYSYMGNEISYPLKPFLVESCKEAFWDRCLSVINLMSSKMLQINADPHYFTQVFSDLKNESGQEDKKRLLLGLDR
Keap1-Nrf2 PPI – inhibitors of human Keap1-Nrf2 protein-protein interaction; 340,000 tested, 0.15% active; AID 504523; inhibition, % at 9.4 µM; Q14145; Keap1 Kelch-Nrf2 peptide fluorescence polarization, 1536-well; in the data active means inhibition above about 12%;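 further: human Keap1 Kelch domain with fluorescein labeled Nrf2 9mer peptide probe; 0% = neutral control wells and 100% = peptide positive control; higher means more block of Keap1 binding to Nrf2 peptide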
dFosB act – enhances mouse delta FosB homodimer DNA binding; P13346; activation, % at 25 µM; purified delta FosB, TAMRA-CDK5 oligo fluorescence polarization; percent of positive-control signal above neutral wells; 340,000 tested, 0.99% active;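 active means mean activation above about 17%, with every replicate also reaching it, limit read from the data, passing the limit was not always enough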;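 further: fluorescence polarization rise as delta FosB binds a TAMRA Cdk5 AP-1 oligo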
Target sequence (P13346 whole entry, looked up): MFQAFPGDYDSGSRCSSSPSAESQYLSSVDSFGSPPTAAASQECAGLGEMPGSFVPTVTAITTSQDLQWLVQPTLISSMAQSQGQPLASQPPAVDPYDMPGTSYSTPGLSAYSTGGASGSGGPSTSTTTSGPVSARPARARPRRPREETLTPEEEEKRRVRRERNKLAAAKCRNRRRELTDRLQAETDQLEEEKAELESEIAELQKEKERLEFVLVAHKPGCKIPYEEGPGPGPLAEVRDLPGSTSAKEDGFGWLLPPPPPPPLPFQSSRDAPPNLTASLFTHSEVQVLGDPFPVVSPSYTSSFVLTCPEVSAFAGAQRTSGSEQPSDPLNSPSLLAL
Mot1-301 SUMO – SUMOylation pathway inhibition by Mot1-301 growth rescue; S. cerevisiae Mot1-301 growth rescue, ATP luminescence, 38.5C; percent above DMSO median, 100 means doubled; growth rescue, % at 18.8 µM; 320,000 tested, 1% active; AID 2716;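 active means every valid replicate shows activation above 250% relative to neutral control wells; inactive means the rest, any valid replicate at or below 250%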;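 further: OY570 slx delta 5 strain wells were the positive control but not used for scaling; some compounds called inactive have numbers as strong as hits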
PfHsp90 set2 – inhibits growth of yeast expressing Plasmodium falciparum Hsp90 | S. cerevisiae expressing PfHsp90, BacTiter-Glo ATP, 48 h; yeast lacking PDR1 and PDR3 efflux regulators | inhibition, % at 9.4 µM | 310,000 tested, 0.32% active | AID 504621;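 active means every replicate shows inhibition above about 80%, whatever the replicate mean, limit read from the data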;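 further: 0% = DMSO neutral controls and 100% = 20 µM radicicol positive controls; yeast relying on Plasmodium falciparum Hsp90 in place of its own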
Rtt109 HAT inh – blocks Candida albicans Rtt109/Vps75 acetyltransferase activity. Q5AAJ8. purified Rtt109/Vps75, ThioGlo CoA-SH fluorescence, 4 h. inhibition, % at 34.9 µM. 330,000 tested, 0.16% active;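 active means inhibition of at least 50% in every replicate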
LANA DNA inh – KSHV C-LANA DNA binding inhibition; MBP-C-LANA/FAM-LBS DNA binding, fluorescence polarization; inhibition, % at 9 µM; 340,000 tested, 0.078% active;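 active means highest replicate inhibition at or above 60% at 9 µM, even if other replicates fall short; inactive means all replicates below 60% inhibition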;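 further: 0% = neutral control wells and 100% = 4 µM acridine orange control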
PvdQ acylase – blocks Pseudomonas aeruginosa PvdQ acylase activity. purified PvdQ acylase, fluorescence plate reader. inhibition, % at 10 µM. 340,000 tested, 0.063% active; in the data active means inhibition above about 30%, passing the limit was not always enough;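 further: 0% = vehicle neutral wells and 100% = reference inhibitor wells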
RTF Ca sens inh – cardiac RTF calcium desensitization. IANBD-labeled cardiac RTF, Ca2+ fluorescence. 340,000 tested, 0.12% active. inhibition, % at 7.15 µM;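 active means inhibition above the mean inhibition of all tested compounds plus 3 SD, cut at about 17% in these data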;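 further: assay run at fixed EC70 calcium of 1.6 mM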
RTF Ca sens act – cardiac RTF calcium sensitization. P19429+P45379. IANBD-labeled TnC RTF fluorescence at EC20 calcium; 0% EC20 calcium, 100% full calcium. 340,000 tested, 0.24% active. activation, % at 7.2 µM;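 active means activation above the mean over all tested compounds plus 3 SD, cut at about 30% in these data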;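 further: rise in fluorescence read as greater calcium sensitivity of cardiac thin filaments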
NSD2 inh – blocks human histone methyltransferase NSD2. NSD2 peptide methylation, AlphaScreen, 120 min. 310,000 tested, 0.54% active. AID 743445. inhibition, % at 12.5 µM; in the data active means inhibition above about 50%
The depositor's hits bear a star; nt = not tested or not shown.

SMILES	CDK5 p35 inh	Keap1-Nrf2 PPI	dFosB act	Mot1-301 SUMO	PfHsp90 set2	Rtt109 HAT inh	LANA DNA inh	PvdQ acylase	RTF Ca sens inh	RTF Ca sens act	NSD2 inh
CC(NC(=O)COC(=O)Cc1ccsc1)c1ccccc1 (configuration not stated)	1.5	4	-5	-4	13	-3	0.9	-14	7	4	-3
O=C(C[n+]1cc(-c2ccc(Cl)cc2)n2c1CCC2)N1c2ccccc2Sc2ccccc21	0.2	0	-6	12	7	17	-1.9	9	1	8	9
O=c1oc(-c2ccco2)nc2c1cnn2-c1ccccc1	-2.6	-2	-11	-20	0	2	-0.1	-4	1	-1	-3
COc1ccc(NC(=O)c2cc(-c3ccncc3)nc3ccc(Br)cc23)cc1OC	-2.6	7	7	-2	-31	-10	-0.7	2	-6	6	-3
NC(=O)c1ccnc2c(O)cccc12	0.0	-5	-4	16	nt	-16	1.5	-4	-11	2	nt
COCCOC(=O)c1[nH]c2c(c1C)C(=O)CC(c1ccc(N(C)C)cc1)C2 (configuration not stated)	-3.9	0	-5	-4	-7	0	-0.2	9	-2	0	2
COc1cccc(-c2ccc3ncnc(NCc4cccs4)c3c2)c1	1.2	-5	2	16	2	0	-1.8	1	-2	-3	nt
CC(C)(C)c1ccc(CN2N=Nc3ccccc3S2(=O)=O)cc1	0.4	-5	-7	-13	5	3	-1.5	1	-14	1	-1
CC(O)c1nc2ccc(Cc3ccc4nc(C(C)O)[nH]c4c3)cc2[nH]1 (configuration not stated)	1.4	-2	-3	145	-9	10	-2.5	4	3	-7	-1
COc1cc(NC(=O)COc2c(C)cc(C)cc2[N+](=O)[O-])c(OC)cc1Cl	1.3	-4	-4	7	6	52*	-0.5	3	1	5	0
CCOc1cc(/C=N/NC(=O)CN(CCc2ccccc2)S(=O)(=O)c2ccc(NC(C)=O)cc2)ccc1O	-7.4	1	-7	-4	-11	-26	-0.9	-3	-3	0	-1
COC(=O)C(CCSC)NC(=O)C(NC(=O)C1CCC(C)CC1)C(C)C (configuration not stated)	0.7	-2	-6	6	-85	-2	-1.8	-9	-8	1	nt
Nc1nc(-c2ccccc2)nc(-c2ccccc2O)n1	1.9	-4	-8	-2	-5	2	0.6	-6	7	-5	4
CCOC(=O)C1CCCN(S(=O)(=O)c2ccc(F)c(C(=O)Nc3ccc(F)c(F)c3)c2)C1 (configuration not stated)	0.1	-3	-12	-3	2	12	1.2	3	-2	2	-3
C/C(=N\NC(=O)c1ccc(F)cc1)c1cccc(NC(=O)c2cccc(F)c2)c1	-5.9	-9	8	-14	-31	1	-2.5	-13	-4	0	-2
O=C(c1cc2cc([N+](=O)[O-])ccc2oc1=O)n1cccn1	-2.8	2	-5	13	nt	-1	0.8	-4	-8	-4	5
Cc1cc(NC(=O)COC(=O)COc2ccc3c(c2)CCC3)no1	0.6	1	4	22	nt	-2	0.5	2	-7	9	-3
Cn1nc(C(=O)N2CCN(c3ccccn3)CC2)c2ccccc2c1=O	-0.3	-3	-2	-12	-8	-12	-0.1	-10	-1	2	-1
Nc1nnc(SCc2ccc3c(c2)OCO3)s1	0.5	-2	-3	-4	6	8	-0.7	12	3	-10	-2
Cc1ccc(C)c(Cn2cnc3c(cnn3C(C)(C)C)c2=O)c1	1.6	2	0	-9	-1	15	0.5	2	-5	-4	-1
COc1ccc(C(=O)Nc2cccc(-c3ccc4nncn4n3)c2)cc1OC	1.0	-2	-8	-6	-15	-3	0.2	-9	8	-6	0
Cc1cccc(OCc2ccc(C(=O)N3CCOCC3)o2)c1	0.4	-3	-3	-15	-18	-9	0.5	-17	-11	1	0
O=C(CCN1C(=O)/C(=C/c2ccccc2Cl)SC1=S)NCCCN1CCOCC1	nt	2	-6	21	37	-1	-0.3	-8	-1	-4	8
Cc1cc(Br)ccc1OCCn1ccnc1	1.1	-2	-1	0	20	3	-1.0	-6	4	0	0
Cc1ccc(O)c(C(=O)c2cnn(-c3ccc(S(=O)(=O)N4CCOCC4)cc3[N+](=O)[O-])c2)c1	-1.9	-8	1	215	22	2	0.4	-14	-5	1	-2
CCCc1cc(=O)[nH]c(SCC(=O)NC2CC2)n1	-2.7	1	3	7	-5	6	3.1	3	-9	-1	-2
COc1cc(CCC(=O)NNC(=O)c2cccc(Cl)c2)cc(OC)c1OC	2.3	-2	-9	-7	20	2	1.2	2	-11	-5	-2
CCOC(=O)C1(Cc2ccc(OC)cc2)CCN(C(=O)c2sc(C)nc2C)CC1	-0.1	-5	1	-12	21	-2	0.8	-11	3	-1	0
CC(C)OP(=O)(OC(C)C)C(Nc1ccccc1)c1cccc2c1OCO2 (configuration not stated)	-1.8	-5	-10	279*	-16	4	0.1	-16	-3	2	-1
CN(Cc1ccc(C(C)(C)C)cc1)C(=O)c1ccc2c(=O)n3c(nc2c1)CCC3	0.3	-9	-15	399*	8	-4	0.9	-8	-2	-1	1
C=CCN(C(=O)c1cccc(S(=O)(=O)N2CCN(C)CC2)c1)c1nc(-c2ccccc2)cs1	-1.2	-4	3	-10	0	-10	-1.5	-11	-2	2	2
CCCc1cc(=O)n2[nH]c(SCc3ccccc3)nc2n1	-0.6	-1	-4	0	24	-7	0.5	-12	-10	1	1
Cc1cc(C(=O)COC(=O)c2cccs2)c(C)n1-c1c(C)n(C)n(-c2ccccc2)c1=O	1.2	0	-7	4	nt	-9	-4.7	-8	1	14	4
O=C(NCc1n[nH]c(=S)n1-c1ccccc1Cl)c1ccc(S(=O)(=O)N2CCCCC2)cc1	1.5	0	-9	-2	19	7	-0.6	-5	-8	5	0
COc1cc(-c2cc(=O)c3c(O)c(OC)c(OC)c(O)c3o2)ccc1O	4.5	3	-36	-7	3	5	12	-1	-6	2	nt
O=C(OCC(=O)N1CCCC1)c1ccc(O)cc1	0.4	-4	-3	0	14	-5	0.3	-12	-5	0	0
O=C(CCN1CCN(C/C=C/c2ccccc2)CC1)Nc1cccc(F)c1	-0.8	3	-10	27	-9	0	2.3	4	5	3	2
O=C(COC(=O)c1cccc(S(=O)(=O)N2CCCCC2)c1)NC1CCCc2ccccc21 (configuration not stated)	1.3	-2	-2	-10	2	14	1.6	3	-8	5	-1
O=C(Nc1ccccc1)c1ccc(NCc2cccnc2)c(S(=O)(=O)N2CCOCC2)c1	-1.2	4	-11	4	nt	5	1.5	-5	7	4	-3
O=Nc1c2cc3ccccc3[nH]c-2c2ccccc12	23	-2	-42	nt	nt	-8	-0.1	-24	3	-1	0
Cc1ccc(C)c(NC(=O)CSc2n[nH]c(-c3ccccn3)n2)c1	-1.8	-4	-8	-2	7	0	-0.7	-13	-24	6	-2
COc1ccc2nc(NC(=O)CSc3nccc(C)n3)sc2c1	0.6	4	-1	-13	nt	6	1.3	-9	-2	9	5
Cc1ccccc1NC(=O)CSc1nc2c(c(=O)n(C)c(=O)n2C)n1C	-0.3	4	-4	-12	0	-3	0.4	-2	-2	1	-4
O=C(Cn1nc(-c2ccccc2)c2ccccc2c1=O)NCC1CCCO1 (configuration not stated)	-2.2	-2	-11	-15	-6	-20	-0.1	-12	-6	-1	0
Oc1ccccc1C(Nc1nccs1)c1ccc2cccnc2c1O (configuration not stated)	-8.4	-1	-5	20	12	3	1.1	-8	-6	6	nt
Oc1c(CN2CCOCC2)cc(CN2CCOCC2)c(O)c1O	4.9	-27	0	nt	22	-5	2.7	-12	-3	5	12
CCOC(=O)c1cc2sccc2n1CC(=O)N1CCc2ccccc21	5.9	-2	-14	12	-2	20	-1.3	4	3	6	0
Cn1cnnc1SCC(=O)Nc1ccccc1Oc1ccccc1	1.0	-2	-2	-2	11	-1	-0.5	7	5	4	2
CSc1ccc(S(=O)(=O)NCC(=O)OCC(=O)N(C)CC(=O)Nc2ccc(F)cc2)cc1[N+](=O)[O-]	1.5	0	-8	nt	nt	18	1.2	-21	-10	5	35
O=C(NCCC1=CCCCC1)c1cc(COc2c(F)cccc2F)on1	nt	-1	-6	20	-44	-4	0.2	-8	-2	-4	-2
CCOC(=O)c1cnc(SCc2nc(N)nc(Nc3ccc(C)cc3)n2)nc1N	-0.8	1	48*	5	7	-10	0.7	-8	-15	-3	0
Cc1cc(Nc2ccc(F)cc2Cl)n2ncnc2n1	1.1	2	8	10	7	4	1.9	-7	-1	1	nt
CCSCc1nc2ccccn2c1Br	1.2	-7	0	nt	6	1	1.3	-13	4	7	-1
CCOc1ccc(N2C(=O)CC(N3CCN(c4ccc(Cl)cc4)CC3)C2=O)cc1 (configuration not stated)	-1.4	-3	-3	-19	19	2	1.1	-4	-3	0	-1
CCCCOc1ccc(SCCCN2CCOCC2)cc1	-1.5	-1	-5	nt	nt	-4	-0.2	2	14	-3	3
CCc1nnc(NC(=O)CSc2nnc(-c3ccoc3C)n2-c2ccccc2)s1	-0.2	0	5	116	1	-9	-1.5	-3	-3	1	6

The list continues.
SMILES	CDK5 p35 inh	Keap1-Nrf2 PPI	dFosB act	Mot1-301 SUMO	PfHsp90 set2	Rtt109 HAT inh	LANA DNA inh	PvdQ acylase	RTF Ca sens inh	RTF Ca sens act	NSD2 inh
N#Cc1ccccc1COC(=O)c1ccc2c(c1)OCCO2	1.6	5	-7	nt	-3	10	-1.0	24	-2	10	nt
Cc1cccc(C2=NN(c3ccccc3)[C@@H](C(=O)N3CCOC3=O)[C@@H]2c2ccc([N+](=O)[O-])cc2)c1	0.9	-6	-12	nt	-43	2	-1.1	-10	-7	6	nt
Cc1[nH]ccc(=O)c1Oc1ncc(C(F)(F)F)cc1Cl	0.0	-3	-2	-9	-4	nt	0.6	-12	-6	0	-1
CCOC(=O)N1CCN(C(=O)c2ccc3nc(SCc4ccc(F)cc4)n(C)c3c2)CC1	0.4	-1	-4	19	-8	13	0.0	10	-11	1	1
CC(=O)N1CCN(c2ccc(NCc3ccc(C)cc3)cc2)CC1	-1.5	-2	-1	-26	-15	8	0.0	-19	-2	3	nt
Cc1c(C(=O)N(Cc2ccc(F)cc2)C2CCS(=O)(=O)C2)oc2ccccc12 (configuration not stated)	-0.6	1	-14	151	9	6	1.9	-11	0	2	-4
Cn1ccnc1C(O)c1cc(C(C)(C)C)c(O)c(C(C)(C)C)c1 (configuration not stated)	-0.9	-13	2	26	3	-4	0.7	-13	-5	-1	3

Fetched by compound from the list above (two):
SMILES	CDK5 p35 inh	Keap1-Nrf2 PPI	dFosB act	Mot1-301 SUMO	PfHsp90 set2	Rtt109 HAT inh	LANA DNA inh	PvdQ acylase	RTF Ca sens inh	RTF Ca sens act	NSD2 inh
CC(=O)N1CCN(c2ccc(NCc3ccc(C)cc3)cc2)CC1	-1.5	-2	-1	-26	-15	8	0.0	-19	-2	3	nt
CCOC(=O)N1CCN(C(=O)c2ccc3nc(SCc4ccc(F)cc4)n(C)c3c2)CC1	0.4	-1	-4	19	-8	13	0.0	10	-11	1	1
